From PubChem BioAssay
HCV inh: qHTS Assay for Inhibitors of Hepatitis C Virus (HCV). Huh7.5.1 HCVcc-Cre infection, luciferase reporter, 44 h. Potency, µM (highest dose often 41.8 µM), without a hit: at the highest dose activity change, negative = inhibition, actives largely listed as inhibitors. actives 3.4% (n = 340,000). AID 651820, 2012; active = well fitted inhibition curve with a large enough effect; inconclusive = small, poorly fitted or top-dose-only effect, or another doubt; inactive = no such curve, though single readings can be large or run the other way
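A cell-based infection assay in which seeded cells (1,000 per well) receive test compound after 4 h, are inoculated with HCVcc-Cre at approximately 0.5 moi, and are incubated 44 h before luminescence detection.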
An asterisk follows results filed as active; ? = inconclusive; [ ] = another dose, or the depositor's remark. % is set by controls: 0 for no effect and ±100 for the full control effect; potency is the fitted concentration of half-maximal effect.

SMILES	HCV inh
CCOC(=O)C1CCN(C(=O)c2ccc(C)o2)CC1	6.4%
Cc1ccc(Cn2c(CCNc3nc(-c4ccc(Cl)c([N+](=O)[O-])c4)cs3)nc3cc(Cl)c(Cl)cc32)cc1	8.2%
O=C(COC(=O)/C=C/c1ccc([N+](=O)[O-])cc1)NCc1cccs1	13.9%
c1ccc2c(c1)CSc1ccccc1N2	-0.5%
Cc1cc(C)c(NC(=O)CNC(=O)c2ccc3ncsc3c2)c(C)c1	4.9%
Cc1ccc(NC(=O)c2ncn(CC(=O)NCc3nc4ccccc4[nH]3)n2)cc1C	6.0%
C=C1[C@H]2CC[C@H]3[C@]4(C)C[C@H](O[C@@H]5OC(CO)[C@@H](OSOOO)[C@H](OS(=O)(=O)O)[C@H]5OC(=O)CC(C)C)C[C@@H](C(=O)O)[C@H]4CC[C@]3(C2)[C@H]1O (some centres undefined)	-5.0%
CN(C(=O)c1ccc(NC(=O)Cc2cccc(NC(=O)C3CCN(C(=O)C4CCCCC4)CC3)c2)cc1)C1CC1	19.5%
CCN(C(=O)COC(=O)c1c(NC(C)=O)sc(C)c1C)c1c(N)n(Cc2ccccc2)c(=O)[nH]c1=O	?
CC(=O)Nc1cc2c3ccccc3ccc2c2ccccc12	?
COc1ccc(OCCCCc2c(C)n[nH]c2C)cc1	?
COc1ccc(CNC(=O)C2(CC3CC(c4ccccc4)=NO3)CCN(C(=O)Cc3ccc(F)cc3)CC2)cc1 (centres undefined)	-3.1%[8.37 µM]
Cc1ccc(-c2cc(=O)[nH]c(NCc3ccccc3)n2)cc1	12.1%
COC(=O)C1=C(COc2ccccc2)NC(=O)NC1c1ccc2ccccc2c1 (centres undefined)	-23.1%
N#Cc1c(C(F)(F)F)cc(Cc2ccccc2)nc1SCC(=O)NCC(=O)O	9.6%

In another format: results already given.
Compound | HCV inh
Cc1ccc(NC(=O)c2ncn(CC(=O)NCc3nc4ccccc4[nH]3)n2)cc1C | 6.0%
C=C1[C@H]2CC[C@H]3[C@]4(C)C[C@H](O[C@@H]5OC(CO)[C@@H](OSOOO)[C@H](OS(=O)(=O)O)[C@H]5OC(=O)CC(C)C)C[C@@H](C(=O)O)[C@H]4CC[C@]3(C2)[C@H]1O (some centres undefined) | -5.0%

Next part.
SMILES	HCV inh
CC[C@]12c3[nH]c4ccc(OC)cc4c3CCN1C(=O)C(CC(=O)NCc1ccc(OC)c(OC)c1)C[C@@H]2C(=O)N1CCN(C(=O)C2CC2)CC1 (some centres undefined)	-17.5%
Oc1cc(Cl)c(Cl)c(Cl)c1	3.1%
O=C(NCCc1nc(-c2ccccc2)no1)c1ccccc1	-7.4%
C=CC(=O)Nc1cccc(Oc2ccnc(Nc3ccc(N4CCN(C)CC4)cc3)n2)c1	-21.4%
O=C(Nc1ccc(C(=O)N2CCOCC2)cc1)C1CCCC1	9.9%
COc1cc(OC)cc(-c2cc3cc4c(cc3cn2)OCO4)c1	?
O=C(O)CCC(=NNC(=O)c1cccc(S(=O)(=O)N2CCCCC2)c1)c1ccccc1	-5.5%
COc1cccc(NC(=O)c2ccc(N3C(=O)C4CC=CCC4C3=O)cc2)c1 (centres undefined)	?
CN1CCN(C(=O)CNC(=O)c2cccs2)CC1	4.9%
CC(=O)Oc1ccc(-c2ccc(C(=O)OCC(=O)c3c(N)n(C)c(=O)n(C)c3=O)cc2)cc1	?
COc1ccc(CNC(=O)Cn2cnc3c(OCc4ccccc4)ncnc32)cc1	45.3%[activator]
COc1ccc(CNC(=O)CN2C(=O)c3ccccc3S2(=O)=O)cc1	-10.1%
COC(=O)C1=C(C(=O)OC)[C@]2([C@H]3CC=CCN[C@@H](Cc4ccccc4)C(=O)N3Cc3ccccc3)C=C[C@H]1O2	?
CC(NC(=S)NC(=O)c1ccccc1)c1ccccc1 (centres undefined)	5.6%
C=CC[C@@H](CC(=O)N[C@@H](CO)Cc1ccccc1)C(=O)N[C@@H](COC(=O)[C@H](CC=C)CC(=O)OC(C)(C)C)Cc1c[nH]c2ccccc12	?
COC(=O)C1=C(c2ccc(S(C)(=O)=O)cc2)C[C@@H]2CC[C@H]1N2C(=O)NCc1ccc(F)cc1	?
C[C@H](CO)N1C[C@H](C)[C@@H](CN(C)S(=O)(=O)c2ccc(Cl)cc2)Oc2ccc(NS(=O)(=O)c3ccccc3)cc2CC1=O	21.3%
O=C(/C=C/Nc1ccc(F)cc1)c1cccs1	4.2%
COc1cccc(CC(=NO)c2cccc(OC)c2)c1	0.6%
O=C(Nc1cc(Cl)ncn1)c1ccccc1	-11.9%
O=[N+]([O-])c1ccccc1C=NNc1ccccc1	-11.1%
NS(=O)(=O)c1ccc(NC(=O)COC(=O)Cc2c[nH]c3ccccc23)cc1	23.8%
CCOc1ccccc1/C=C(\C(=O)O)c1ccc(S(=O)(=O)N2CCCCC2)s1	-3.2%
Cc1ccccc1Oc1ccc2c(c1)[C@@H]1C[C@H]3[C@@H](C(=O)N1CC2)[C@H](C)ON3C	-4.2%[8.37 µM]
O=Cc1ccc([B-](F)(F)F)s1	10.2%
Cc1ccc(-c2nc(SCC(=O)c3c(N)n(C4CC4)c(=O)[nH]c3=O)n[nH]2)cc1	0.7%
CC(=O)c1cccc(NC(=O)CSc2ccc(-c3cccnc3)nn2)c1	-22.1%
Brc1cnc(OCc2ccccc2)nc1OCc1ccccc1	6.4%
Cc1ccc(C)c(N2CCN(C(=O)CCc3nc(-c4ccc(Cl)cc4)no3)CC2)c1	20.7%
CCOC(=O)[C@@H]1[C@H]2COc3ccc(Br)cc3[C@H]2N2C(=O)N(c3cccc(C)c3)C(=O)[C@]12C	-4.5%
Cc1cccc(OC(C)C(=O)OCC(=O)N2CCN(c3ccccc3)CC2)c1 (centres undefined)	25.5%
O=C(CN1CCOc2ccccc21)NC1CC1	21.4%
O=C(C=Cc1cccs1)c1ccc(Cl)s1	18.2%
O=CN1c2ccccc2CSc2ccccc21	12.8%
COc1cc2cc(-c3ccc(OC)c(OC)c3C)nc(N)c2cc1OC	17.8µM*
C=CC[C@@H](CC(=O)N[C@H](CO)Cc1ccccc1)C(=O)N[C@H](COC(=O)[C@@H](CC=C)Cc1ccc(F)cc1)C(C)(C)C	?
CC(C)=CCOc1ccc([C@@H]2COc3c(ccc4c3C=CC(C)(C)O4)C2)c(O)c1	4.47µM*
NC(=O)c1ncn([C@@H]2O[C@H](CNC(=O)[C@H](N)CSCc3ccccc3)[C@@H](O)[C@H]2O)n1	4.8%
C[C@@H]([C@@H](O)c1ccccc1)N(C)C(=O)Cc1ccccc1	12.1%
CCOc1ccc(C2C(C(=O)NC)=C(C)Nc3nc4ccccc4n32)cc1OC (centres undefined)	3.3%
CCOC(=O)c1nc2c(=O)n(C)c(=O)n(C)c2n(C)c1=O	-0.1%
Cc1[nH]nc(C(=O)NN=Cc2ccccc2Cl)c1N=NN(C)C	-15.1%
O=C(CCN=C1NS(=O)(=O)c2ccccc21)Nc1ccc(F)cc1Cl	-3.4%
Cc1ccc(-c2nnc(-c3ccc4ccccc4c3)o2)cc1	-4.4%
Cc1cc(C)n2nc(SC(C)C(=O)N3CC(C)OC(C)C3)nc2n1 (centres undefined)	4.6%

Reformatted: results already given.
SMILES | HCV inh
CC(C)=CCOc1ccc([C@@H]2COc3c(ccc4c3C=CC(C)(C)O4)C2)c(O)c1 | 4.47µM*
Cc1[nH]nc(C(=O)NN=Cc2ccccc2Cl)c1N=NN(C)C | -15.1%
O=C(C=Cc1cccs1)c1ccc(Cl)s1 | 18.2%
O=CN1c2ccccc2CSc2ccccc21 | 12.8%

5 entries from above, ordered by SMILES length, rising.
SMILES	HCV inh
O=CN1c2ccccc2CSc2ccccc21	12.8%
O=C(CN1CCOc2ccccc21)NC1CC1	21.4%
Cc1[nH]nc(C(=O)NN=Cc2ccccc2Cl)c1N=NN(C)C	-15.1%
C[C@@H]([C@@H](O)c1ccccc1)N(C)C(=O)Cc1ccccc1	12.1%
CCOc1ccc(C2C(C(=O)NC)=C(C)Nc3nc4ccccc4n32)cc1OC (centres undefined)	3.3%

(cont.)
SMILES	HCV inh
CSc1nccc(Oc2ccccc2Cl)n1	-3.7%
CCN1/C(=C/C=C2/SC(=Nc3cccc4ncccc34)N(C)C2=O)Sc2ccccc21	-3.4%
Cc1ccc(/C=C/C(=O)OCC(=O)NCCc2ccc(S(N)(=O)=O)cc2)o1	-6.7%
CN1C[C@@H]2[C@@H]3C(=O)N(C)C(=O)[C@@H]3[C@](C)(C1=O)N2C(=O)c1ccc(F)cc1	21.0%
CN(C)c1c([N+](=O)[O-])cc(N2C(=O)C=CC2=O)cc1[N+](=O)[O-]	-7.2%
Cc1cc(N2O[C@H]3C=C[C@@H]2C3)no1	-3.8%
COc1cc(OCc2ccccc2)c2c(CCC(=O)O)cc(=O)oc2c1	-3.6%
COC(=O)c1ccc(CNC(=O)COC(=O)/C=C/c2ccc(O)c(OC)c2)cc1	-2.6%
C[C@H]1CN([C@@H](C)CO)C(=O)c2cc(NC(=O)C3CCCCC3)ccc2O[C@H]1CN(C)S(=O)(=O)c1ccccc1	1.6%
COc1ccccc1S(=O)(=O)Nc1cccc(S(=O)(=O)N2CCCC2)c1	1.5%
CCOC(=O)C1OC2(CCCC2)OC1C(=O)OCC (centres undefined)	28.4%
Cc1ccc(C=NNc2nc3c([nH]2)c(=O)n(C)c(=O)n3C)cc1	-24.4%
CN1CCC[C@@H]1CCNC(=O)c1c(-c2ccc3c(c2)OCO3)noc1-c1ccsc1	1.4%
O=C(COCc1ccccc1)N[C@@H]1c2ccccc2CC[C@H]1OCc1ccccc1	?
O=C1CC2CCCN2C=C1I (centres undefined)	-8.1%
CN(C)c1nc(N(C)C)c2cnn(C)c2n1	?
COc1ccc(C(=O)OCCN2C(=O)c3ccccc3C2=O)cc1OC	-0.4%
O=C(Nc1ccccc1F)c1cc(-c2ccco2)nc2ccccc12	-26.8%
CN(C)C(=O)CCc1ccc2c3c([nH]c2c1)[C@]1(C)[C@@H](C(=O)N2CCOCC2)C[C@H](CC(=O)NCCN2CCOCC2)C(=O)N1CC3	-0.6%
Cc1nc2nc(-c3ccccc3)nn2c(C)c1C	4.0%
CC(C)(C)OC(=O)N1CCC(C(=O)Nc2ccc(C(=O)NC3CC3)cc2)CC1	-2.8%
CCC1([N+](=O)[O-])COC(C=Cc2ccccc2)OC1 (centres undefined)	-2.4%
COc1cc(CC(=O)N2CCN(S(=O)(=O)c3ccc(C)cc3)CC2)cc(OC)c1OC	-10.3%
CC1CC(C)CN(c2nc3c(c(=O)[nH]c(=O)n3C)n2CCCSc2nc3ccccc3s2)C1 (centres undefined)	1.0%
O=[N+]([O-])c1cccc(COc2ccc(CN3CCCCC3)cc2)c1	-29.3%
O=C1CSc2cc(Cl)ccc2N1	9.6%
Cc1ccc(-c2cc(C(=O)N3CCOCC3)c3ccccc3n2)o1	-0.6%
CCOC(=O)C1=C(C)N(C[C@@H]2CC[C@@H](Cc3ccc(-c4ccccc4)cc3)O2)C(=O)NC1C1CC1 (some centres undefined)	?
COCC(C)n1c(SCC(=O)NC2CCCCC2C)nc2ccccc2c1=O (centres undefined)	9.4%
COc1cc2c(ccc3c4cc(OC)c(OC)cc4c[n+](C)c23)cc1O	?
CC(=O)N1CCN(CC(=O)Nc2cccc(S(=O)(=O)N3CCCCC3)c2)CC1	-12.6%
O=C(NCCCn1ccnc1)C1CCN(S(=O)(=O)c2cc([N+](=O)[O-])ccc2Cl)CC1	22.3%
CCN1CCN(S(=O)(=O)c2ccc(Cl)c(C(=O)Oc3ccc(CC(=O)OC)cc3)c2)CC1	2.8%
CC(=O)N1CCN(CCS(=O)(=O)c2cc(Cl)ccc2Cl)CC1	9.8%
C=CCC[C@@H](Cc1ccc(F)cc1)C(=O)OC[C@H]1CCCN1C(=O)[C@@H](CC=C)CC(=O)N[C@H](CO)Cc1ccccc1	6.3%
CC(C)C[C@H]1CNC(=S)N1CC1CCN(CCC2CCCC2)CC1	-53.2%
CCC(=O)Nc1ccc2c(c1)Cc1cc([N+](=O)[O-])ccc1-2	-21.2%
NCCCC[C@H]1CN=C(N)N1CCc1cccc2ccccc12	3.6%
CCn1c(C)nc2cc(C(=O)NN=Cc3ccccc3OC(F)F)ccc21	?
O=[N+]([O-])c1ccc(Cl)c(S(=O)(=O)Nc2cccc(S(=O)(=O)NC3=NCCC3)c2)c1	6.4%
COc1cc(C(C)=O)ccc1OCC(=O)NCCCn1nc(C)cc1C	-1.1%
C=CCONC(=O)Cc1ccccc1	?
CC1CCCN(CC(=O)NNC(=O)COc2ccc(Br)cc2)C1 (centres undefined)	5.6%
O=C(O)c1cccc(S(=O)(=O)Nc2ccc(Cc3ccncc3)cc2)c1	4.6%
COc1ccc(C2=NN(C(=O)CSc3nccn3C)C(c3ccco3)C2)cc1 (centres undefined)	11.8%
CCOC(=O)c1ccc(N(CC2CO2)S(=O)(=O)c2ccc(C)cc2)cc1 (centres undefined)	2.4%
O=C(CCNC(=O)c1ccccc1Cl)NN=Cc1ccccc1[N+](=O)[O-]	-7.6%
CCC(=O)N1CCc2cc(S(=O)(=O)CCC(=O)Nc3c(C)n(C)n(-c4ccccc4)c3=O)ccc21	-11.1%
CN(c1ccccc1)S(=O)(=O)c1cccc(NC(=O)CCNC(=O)c2ccc([N+](=O)[O-])cc2)c1	11.2µM*
COc1ccc(/C=C(/C(=O)N2CCCCC2C(=O)O)c2ccc(OC)c(OC)c2)cc1 (centres undefined)	22.0%
Cc1noc(C)c1NC(=O)N(C)C[C@H]1Oc2ccc(NC(=O)NC3CCCCC3)cc2C(=O)N([C@H](C)CO)C[C@@H]1C	-5.2%
CCCCCCC[C@@H](C/C=C/CCC(=O)N(C)C/C(=C/Cl)C/C(=C\C(=O)N1C[C@H](O)CC1=O)OC)OC	?
COC(=O)/C(=C\c1ccc([N+](=O)[O-])cc1)NC(=O)c1ccccc1	-13.5%
O=C(NCCc1ccccc1)c1ccc(NC(=O)C2CCCCC2)cc1	4.5%

These rows are one share of the data; rates above refer to the full screens.
